MITF inh – blocks human microphthalmia-associated transcription factor; O75030; AlphaScreen MITF homodimerization, bead proximity signal; inhibition, % at 2.6 µM; actives 0.91% (n = 650,000); AID 1259374; in the data active = inhibition above about 50%;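 note: 0% = vehicle wells with protein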
Target sequence (O75030 whole entry, looked up): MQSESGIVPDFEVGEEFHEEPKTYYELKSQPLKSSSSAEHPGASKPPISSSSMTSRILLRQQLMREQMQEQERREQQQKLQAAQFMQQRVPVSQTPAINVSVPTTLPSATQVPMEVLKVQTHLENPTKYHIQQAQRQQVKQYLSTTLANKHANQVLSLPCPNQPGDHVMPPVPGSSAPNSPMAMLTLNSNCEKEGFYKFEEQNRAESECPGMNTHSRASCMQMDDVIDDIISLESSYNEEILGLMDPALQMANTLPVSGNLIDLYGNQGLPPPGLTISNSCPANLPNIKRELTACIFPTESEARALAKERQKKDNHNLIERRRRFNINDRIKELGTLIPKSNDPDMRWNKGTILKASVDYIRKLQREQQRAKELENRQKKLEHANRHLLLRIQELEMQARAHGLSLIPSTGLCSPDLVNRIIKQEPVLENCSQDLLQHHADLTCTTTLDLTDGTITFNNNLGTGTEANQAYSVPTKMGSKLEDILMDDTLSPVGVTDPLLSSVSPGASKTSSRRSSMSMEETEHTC
TEAD-YAP block – TEAD-YAP interaction inhibition. HEK-TIYL cells, TEAD-Gal4/YAP UAS-luciferase luminescence. actives 1.4% (n = 640,000). inhibition, % at 9.12 µM; in the data active = inhibition above about 32%;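 note: 0% = median of test compound wells and 100% = reference inhibitor wells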
GPR151 ag – activates the human receptor GPR151; Q8TDV0; actives 1% (n = 650,000); PathHunter beta-arrestin GPR151 cells, luminescence; activation, % at 11.2 µM; in the data active = activation above about 4.9%;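 note: 0% = median of compound wells and 100% = cells with positive control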
Target sequence (Q8TDV0 whole entry, looked up): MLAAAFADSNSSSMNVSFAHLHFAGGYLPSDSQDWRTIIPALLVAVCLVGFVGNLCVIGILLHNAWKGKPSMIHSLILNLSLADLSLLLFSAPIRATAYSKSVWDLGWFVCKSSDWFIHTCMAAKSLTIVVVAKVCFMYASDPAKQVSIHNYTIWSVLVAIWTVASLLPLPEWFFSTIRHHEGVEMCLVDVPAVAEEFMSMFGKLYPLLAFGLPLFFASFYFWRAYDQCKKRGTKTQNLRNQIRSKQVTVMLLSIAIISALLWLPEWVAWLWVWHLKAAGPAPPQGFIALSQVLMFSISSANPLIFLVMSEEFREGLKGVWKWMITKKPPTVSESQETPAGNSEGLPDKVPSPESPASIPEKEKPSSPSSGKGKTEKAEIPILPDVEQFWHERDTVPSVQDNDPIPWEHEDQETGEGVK
FBW7 activator – activators of human E3 ligase FBW7 | Q969H0 | AlphaScreen FBW7–phospho-cyclin E peptide binding, activator screen | normalized activity (activation), % at 26.1 µM | actives 0.13% (n = 650,000) | AID 1259310; in the data active = normalized activity above about 1.9%;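 note: purified mutant Fbw7 with reduced substrate affinity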
Numbers without * were called inactive.

Values run as follows: MITF inh | TEAD-YAP block | GPR151 ag | FBW7 activator
O=C(NC1CCCCCCC1)c1cccs1
    1 | -39 | -1.3 | 0.0
COCCn1c(=N)c(C(=O)NCc2cccnc2)cc2c(=O)n3cccc(C)c3nc21
    2 | 0 | 1.2 | 0.0
COCCCNCCCOc1ccc(Cl)c(Cl)c1
    30 | -10 | -0.9 | 0.0
CCOc1ccc(/C=C2\SC(=S)N(CCCC(=O)O)C2=O)cc1
    2 | 79* | -0.5 | -0.4
O=C(Nc1cccc(S(=O)(=O)N2CCCC2)c1)c1n[nH]c(=O)c2ccccc12
    3 | 0 | 1.4 | 0.1
CCOc1ccc(-n2c(=O)cc(N3CCN(CC)CC3)[nH]c2=O)cc1
    7 | -8 | 0.1 | -0.1
Cc1cc(OC(C)C(=O)Nc2nccs2)cc(C)c1Cl (stereo not given)
    24 | 3 | 0.6 | 0.3
O=C(CN1CCCCC1)N1CCCC1c1nc2ccccc2[nH]1 (stereo not given)
    5 | -6 | -0.7 | 0.0
O=S(=O)(/N=C1\C=C2N(CCO)CCOC2(O)c2ccccc21)c1ccc(F)cc1 (stereo not given)
    8 | -4 | 0.0 | 0.0
CCOC(=O)c1c(C)n(CC)c2ccc(OC)cc12
    -2 | -6 | -0.3 | -0.2
COc1ccc(CN2CCN(CCOc3ccccc3C#N)CC2)c(OC)c1OC
    69* | 1 | -0.1 | 0.1
Cc1cccc(NC(=O)CSc2cn(CC(=O)N3CCCC3)c3ccccc23)c1
    11 | 0 | 2.4 | 0.1
Cc1cc(C)c(C)c(S(=O)(=O)Nc2cccc(C(=O)O)c2)c1C
    4 | -4 | -0.5 | 0.0
COc1cc(/C=C(\NC(C)=O)C(=O)Nc2cccc(C(C)=O)c2)ccc1OC(C)=O
    1 | -1 | 0.9 | -0.1
COc1cc2c(cc1OC)C(COc1ccccc1OC)N(C(=O)c1cc(Cl)ccc1Cl)CC2 (stereo not given)
    12 | 5 | -0.8 | 0.0

Molecules listed so far that have a COOH group:
Values run as follows: MITF inh | TEAD-YAP block | GPR151 ag | FBW7 activator
CCOc1ccc(/C=C2\SC(=S)N(CCCC(=O)O)C2=O)cc1
    2 | 79* | -0.5 | -0.4
Cc1cc(C)c(C)c(S(=O)(=O)Nc2cccc(C(=O)O)c2)c1C
    4 | -4 | -0.5 | 0.0

Returning to the listing, starting two compounds before the break.
Values run as follows: MITF inh | TEAD-YAP block | GPR151 ag | FBW7 activator
COc1cc(/C=C(\NC(C)=O)C(=O)Nc2cccc(C(C)=O)c2)ccc1OC(C)=O
    1 | -1 | 0.9 | -0.1
COc1cc2c(cc1OC)C(COc1ccccc1OC)N(C(=O)c1cc(Cl)ccc1Cl)CC2 (stereo not given)
    12 | 5 | -0.8 | 0.0
COc1ccc2nc(NC(=O)CSc3nc4cccnc4n3C)sc2c1
    0 | -9 | -2.0 | -0.1
Cc1ccccc1CNC(=O)CN(c1ccccc1)S(=O)(=O)c1ccccc1[N+](=O)[O-]
    -5 | 10 | -0.3 | 0.2
Cc1ccc2c(c1)nc(-n1nc(C)cc1C)c1nncn12
    13 | 8 | -1.3 | 0.8
CCc1ccc(NC(=O)CCCOc2ccc(OC)cc2)cc1
    -9 | -8 | 0.2 | 0.0
O=C1CCCN1CCCNc1nc(NC2CCN(Cc3ccccc3)CC2)c2ncn(C3CCCCC3)c2n1
    -1 | 4 | 0.1 | -0.2
COc1ccc(C2N(c3ccc4c(c3)OCCO4)C(=O)C2(F)F)cc1 (stereo not given)
    -3 | -2 | 0.1 | 0.0
CC(=O)/C=C(/NCc1ccccc1)C(F)(F)F
    -7 | 8 | 1.6 | 0.0
Cc1cccc(-n2cc(-c3ccccc3)nc2SCC(=O)Nc2cccc(C)c2C)c1
    5 | -35 | 1.9 | -0.9
COc1ccc(C2=CC(=O)C=CC2=O)cc1
    -15 | 7 | -0.7 | -0.2
O=c1c(NC2CCCC2)c(-c2ccc(Cl)cc2)c1=O
    -6 | -1 | 1.1 | -0.1
CCOc1ccc(S(=O)(=O)Nc2ccc(N3CCCC3=O)c(OC)c2)cc1
    16 | 12 | 1.4 | 0.5
COC(=O)C1(Cc2ccccc2)NC(c2ccc(F)cc2)C2C(=O)N(C)C(=O)C21 (stereo not given)
    11 | 7 | 0.5 | -0.2
CCOCCc1nnc(NC(=O)c2cccc(NC(=O)c3ccccc3)c2)s1
    11 | 6 | -0.7 | 0.1
CCCCNC(=S)Nc1ccc(N2CCOCC2)cc1
    -4 | -4 | 0.9 | -0.2
Cn1c(COc2cccc3cccnc23)nnc1SCC(=O)c1ccc(F)cc1
    19 | 3 | -2.1 | 0.0

Further compounds
Values run as follows: MITF inh | TEAD-YAP block | GPR151 ag | FBW7 activator
COc1ccccc1N1CCN(C2CCCN(Cc3c(O)cccc3OC)C2)CC1 (stereo not given)
    6 | -6 | 2.3 | -0.2
Cc1cccc2nc(C(F)(F)F)nc(=O)n12
    -7 | 3 | 3.3 | 0.1
CCCNc1nc(SC)nc2c1cnn2CCNC(=O)c1ccc(OC)cc1OC
    2 | 36* | 1.5 | 0.0
O=C(NCc1ccccc1)C1CCCN(c2nnc(N3CCCC3=O)s2)C1 (stereo not given)
    3 | 1 | 0.9 | -0.1
COc1ccc(C2=NN3C(C2)c2cccc(OC)c2OC3c2cccc(OC)c2)cc1 (stereo not given)
    10 | -60 | -0.3 | 0.0
O=C1OC(OC(=O)c2ccccc2Br)C(Nc2ccccc2)=C1Cl (stereo not given)
    10 | -12 | 0.0 | 0.1
Cc1cccc(OC(C)C(=O)NCc2ccccc2)c1 (stereo not given)
    1 | -3 | 4.7 | 0.2
O=c1[nH]c(-c2cccnc2)nc2sc3c(c12)CCCC3
    5 | -27 | -0.8 | 0.2
Cc1cc(Oc2ccc(=O)n(C)n2)nc(SCC(=O)Nc2ccc(Cl)cc2)n1
    22 | -5 | 0.6 | 0.3
COc1ccc(CC(=O)NNC(=O)c2c(-c3ccccc3Cl)noc2C)cc1OC
    -1 | 10 | 2.9 | 0.3
O=c1nc2n(-c3ccc(Cl)cc3)c3ccc([N+](=O)[O-])cc3cc-2c(=O)[nH]1
    14 | 5 | -0.7 | 0.2
Cc1ccc(C)c(C(=O)N2CCOc3ccc(C(C)(O)CN(C)C)cc3C2)c1 (stereo not given)
    10 | 0 | 0.6 | 0.0
O=C(Nc1cncc(-c2ccncc2)c1)C1COc2ccc3ccccc3c2O1 (stereo not given)
    -6 | 18 | -0.7 | 0.0
COc1ccc(CCN2C(=O)C3C(C(=O)Nc4ccc(C(C)C)cc4)C4C=CC3(O4)C2C(=O)NC2CCCC(C)C2C)cc1OC (stereo not given)
    -9 | 2 | 0.0 | -0.1
COc1ccc(CNC(=O)C(=O)Nc2ccccc2F)cc1
    0 | -26 | -1.3 | 0.1

The results go on:
Values run as follows: MITF inh | TEAD-YAP block | GPR151 ag | FBW7 activator
COC(=O)c1sc(N/N=C\C=C\c2ccccc2)nc1C
    12 | -7 | 0.1 | 0.5
CN1C(N)=NC(=O)/C1=C/c1ccc(Br)s1
    3 | -6 | 0.7 | -0.1
CC1(C)NC(=O)N(CC(O)CN(c2ccccc2)S(=O)(=O)c2ccccc2[N+](=O)[O-])C1=O (stereo not given)
    16 | 1 | -0.1 | 0.1
COc1ccccc1OCC(=O)Nn1c(=S)[nH]c2ccccc2c1=O
    -9 | -10 | -0.6 | 0.1
Cc1ccc(N2C(=O)c3ccncc3C2=O)c(Cl)c1
    2 | 12 | -1.3 | 0.3
CN1CCc2c(sc(NC(=O)c3cccc(Oc4ccccc4)c3)c2C(N)=O)C1
    -9 | 2 | 0.4 | 0.0
Cc1c([N+](=O)[O-])cc(S(=O)(=O)N2CCOCC2)cc1[N+](=O)[O-]
    -8 | -4 | 0.5 | -0.5
N#Cc1c(-n2ncnc2-c2ccc([N+](=O)[O-])cc2)sc2c1CCCC2
    -4 | 4 | 3.8 | -0.3
COc1cc(Br)cc(/C=C2\SC(=Nc3ccccc3)N(c3ccccc3)C2=O)c1O
    -5 | 2 | -1.0 | 0.1
Cc1cccc(NC(=O)C(=O)NCCCn2ccnc2)c1
    12 | -20 | -0.9 | -0.4
C1CCN(c2nc3nonc3nc2NC2CCOCC2)CC1
    5 | 8 | -0.1 | -0.1
O=C(O)c1ccc(N2CCN(c3ccccc3)CC2)c([N+](=O)[O-])c1
    9 | 3 | -0.7 | 0.1
Cc1ccc(N2CCN(c3nc(C)nc4sc5c(c34)CCCC5)CC2C)cc1 (stereo not given)
    8 | 3 | -1.2 | 0.6
CC(=O)c1ccc(Cc2ccccc2)cc1
    1 | 10 | -0.8 | 0.2
C[C@@H]1CN(Cc2nnnn2CC(=O)N(C)CCCN2CCCC2)C[C@H](C)O1
    -7 | -12 | -0.7 | -0.1

The final three records of the part above open the next one.
smiles	MITF inh	TEAD-YAP block	GPR151 ag	FBW7 activator
Cc1ccc(N2CCN(c3nc(C)nc4sc5c(c34)CCCC5)CC2C)cc1 (stereo not given)	8	3	-1.2	0.6
CC(=O)c1ccc(Cc2ccccc2)cc1	1	10	-0.8	0.2
C[C@@H]1CN(Cc2nnnn2CC(=O)N(C)CCCN2CCCC2)C[C@H](C)O1	-7	-12	-0.7	-0.1
COC(=O)c1cc(C(=O)Nc2ccc(C(N)=O)cc2)cc([N+](=O)[O-])c1	12	8	-1.5	-0.2
COc1ccccc1N1C(=O)NC(=O)/C(=C/c2cc(OC)c(O)c([N+](=O)[O-])c2)C1=O	-6	-6	-0.7	0.0
C=CCOC(=O)C1=C(C)OC(N)=C(C#N)C1c1ccccc1OC (stereo not given)	-5	-1	-0.4	0.1
CCOC(=O)C1CCN(C(=O)NC2CC(=O)N(c3ccc(OC)cc3)C2)CC1 (stereo not given)	-7	-3	-2.4	-0.1
N#C/C(=C\c1ccc(-c2ccccc2Cl)o1)C(=O)Nn1cnnc1	-5	-1	0.7	0.0
CNc1nc(-c2cc(Cl)ccc2Cl)cs1	12	3	-1.3	-0.2
CCCN1CCN(CCCNC(=O)c2cc3c(=O)oc4ccc(C)cc4c3s2)CC1	-7	8	-1.3	0.5
O=C(/C=C/c1ccc(Br)o1)Nc1ccccc1Cl	-14	-45	1.6	-0.1
CCN(CC)c1nc(NCc2ccc3c(c2)OCO3)nc(Nc2ccc3c(c2)OCO3)n1	4	-25	3.0	0.0
Cc1noc(C)c1-c1nc(NCCOc2ccccc2)c2ncn(-c3ccccc3)c2n1	-7	-6	-3.1	0.1
CCOc1cc(C2C(C#N)=C(N)Oc3cc(C)oc(=O)c32)cc([N+](=O)[O-])c1O (stereo not given)	-5	2	0.5	0.0
CCC(C)Sc1nnc(-c2c[nH]c3ccccc23)n1C (stereo not given)	17	-67	0.6	0.5
O=c1[nH]c2ccccc2n1C1CCN(S(=O)(=O)c2ccc(F)cc2)CC1	-5	-9	0.5	-0.1
O=C(CCn1nc(-c2ccc(Cl)cc2)ccc1=O)NC1CC1	1	0	0.4	-0.1
CC1CCC2(OC1)OC1CC3C4CC[C@H]5C[C@@H](O)CC[C@]5(C)C4CC(=O)[C@]3(C)C1C2C (stereo not given in full)	26	-24	-0.2	0.2
CCN1CCN(c2cc(C)c3cc(NC(=O)c4ccc(C)c(C)c4)ccc3n2)CC1	2	-11	0.0	0.0
Cc1ccccc1Cn1c(C)c(CNCCc2ccccc2Cl)c(C(=O)O)c1C	-10	-9	1.8	-0.6
COCCN1C(=O)/C(=C2/C(=O)N(CC(N)=O)c3ccccc32)SC1=S	-4	1	0.5	-0.1
COc1ccc(C2N[C@H](C(=O)O)CS2)cc1 (stereo not given in full)	-9	-6	-0.9	0.0
COc1ccc2o/c(=N\c3sc4c(c3C(N)=O)CCCC4)c(C(=O)Nc3ccccc3F)cc2c1	-9	-6	2.7	0.0
Cc1ccc(-c2nc3ncccc3o2)cc1NC(=S)NC(=O)c1ccccc1Cl	14	5	1.5	-0.1
O=C(NCCc1ccccc1)C(=O)NCC1OCCN1S(=O)(=O)c1ccccc1 (stereo not given)	-22	6	-0.6	0.3
COc1ccccc1N=c1scc(-c2ccc(S(=O)(=O)N3CCCC3)cc2)n1C	14	13	1.3	0.0
COC(=O)c1ccc(C(=O)OC)c(NC(=O)Nc2ccc(Cl)cc2)c1	10	-6	0.1	0.1
Cc1cc(C)c2[nH]c(=O)c(CN(Cc3ccco3)C(=O)c3ccncc3)cc2c1	-17	0	1.0	0.0
COc1cccc(/C=N/NC(N)=O)c1O	20	-1	0.1	0.1
CC1CCCCN1C(=O)c1cn(C)c(=O)c2c1c1ccccc1n2C (stereo not given)	6	5	2.1	0.1
Cc1cc2nnc(SCC(=O)N3C(C)CCCC3C)n2c(N)n1 (stereo not given)	-2	2	-0.6	-0.1
COc1cc(NC(=O)CCS(=O)(=O)c2ccccc2)cc(OC)c1OC	7	19	-0.4	0.1
COc1ccc(CN(C)c2nc(CN3CCCC(OC)C3)nc3ccccc23)cc1OC (stereo not given)	9	7	-0.1	-0.1

Next entries follow:
smiles	MITF inh	TEAD-YAP block	GPR151 ag	FBW7 activator
Cc1cccc(Nc2nc(-c3ccc(O)c(O)c3)cs2)c1	5	-55	-1.4	-0.4
C/C(=N\Nc1nc(C)cc(C)n1)c1ccc(-c2ccccc2)cc1	5	-35	-1.4	-0.2
COc1ccc(NC(=O)CSc2nc3c(c(=O)n2-c2ccc(F)cc2)SCC3)cc1	9	7	0.5	0.1
C(=N\N1CCCCC1)/c1cn(-c2ccccc2)nc1-c1cccnc1	17	2	-1.1	0.1
Cc1cc(C)c(C#N)c(SCC(=O)c2c(C)[nH]c3ccccc23)n1	11	-3	0.1	0.6
Cc1c(C)c2ccc(OCC(=O)C(C)(C)C)cc2oc1=O	10	-27	0.9	-0.1
Brc1c(CSc2nc3ccccc3s2)nc2ccccn12	4	-82	-0.4	0.0
CC1=C(C(=O)OCCOC(C)C)C(c2ccc([N+](=O)[O-])cc2)NC(=O)N1 (stereo not given)	-2	-4	-0.3	0.3
